Screening results as filed in PubChem BioAssay.
mIAP activ: increases mouse intestinal alkaline phosphatase activity | AID 2805 | activation factor at 10 µM | actives 0.24% (n = 330,000) | muIAP, CDP-Star luminescence, 30 min; hits give high values; 1 = vehicle-only enzyme signal, 0 = enzyme-free wells;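 active means activation factor of at least 2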; further: the source names both 10 and 20 µM as test concentration; values of inactives mirror those of a sister screen read the other way
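System: Mouse IAP enzyme | Also added: CDP-Star substrate | Dosing: Compounds dispensed in DMSO | Schedule: 30 min enzyme-substrate-compound incubation at room temperature | Technique: Chemiluminescence readout | Control set: DMSO-only wells and no-enzyme negative control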
hIAP block: human IAP inhibition; P09923; inhibition, % at 10 µM; AID 2544; actives 0.12% (n = 330,000); purified IAP, CDP-Star luminescence, 30 min;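 active means inhibition reaching a set limit with compound at 10 µM in the primary screen, cut at about 35% in these data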;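 further: plate controls were DMSO wells with enzyme for no effect and no-enzyme buffer wells for full effect; values of inactives mirror those of a sister screen read the other way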
Target sequence (P09923 whole entry, looked up): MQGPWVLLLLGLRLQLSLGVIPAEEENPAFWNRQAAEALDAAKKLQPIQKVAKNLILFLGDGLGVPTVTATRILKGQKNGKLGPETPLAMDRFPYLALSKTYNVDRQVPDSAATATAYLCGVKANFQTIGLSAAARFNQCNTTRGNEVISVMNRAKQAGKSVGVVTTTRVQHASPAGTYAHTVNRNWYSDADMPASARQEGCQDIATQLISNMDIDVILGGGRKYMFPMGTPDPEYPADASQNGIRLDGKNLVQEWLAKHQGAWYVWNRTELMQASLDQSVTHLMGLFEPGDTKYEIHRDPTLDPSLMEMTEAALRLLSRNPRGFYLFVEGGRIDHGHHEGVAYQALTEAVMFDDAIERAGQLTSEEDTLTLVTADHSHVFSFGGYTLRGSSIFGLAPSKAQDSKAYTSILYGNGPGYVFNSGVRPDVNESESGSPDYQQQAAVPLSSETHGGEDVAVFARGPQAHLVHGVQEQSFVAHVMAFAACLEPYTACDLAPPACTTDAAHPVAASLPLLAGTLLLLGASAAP
APOBEC3G inh: APOBEC3G (human) deaminase inhibition | Q9HC16 | recombinant A3G, ssDNA deamination FAM/TAMRA fluorescence | inhibition, % at 20 µM | actives 0.28% (n = 330,000) | AID 493012;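 active means inhibition of at least 40% at 20 µM, with no more than 30% in the related APOBEC3A deaminase screen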;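 further: plate controls were DMSO wells with A3G for no effect and wells lacking A3G enzyme for full effect; some compounds called inactive have numbers as strong as hits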
Target sequence (Q9HC16 whole entry, looked up): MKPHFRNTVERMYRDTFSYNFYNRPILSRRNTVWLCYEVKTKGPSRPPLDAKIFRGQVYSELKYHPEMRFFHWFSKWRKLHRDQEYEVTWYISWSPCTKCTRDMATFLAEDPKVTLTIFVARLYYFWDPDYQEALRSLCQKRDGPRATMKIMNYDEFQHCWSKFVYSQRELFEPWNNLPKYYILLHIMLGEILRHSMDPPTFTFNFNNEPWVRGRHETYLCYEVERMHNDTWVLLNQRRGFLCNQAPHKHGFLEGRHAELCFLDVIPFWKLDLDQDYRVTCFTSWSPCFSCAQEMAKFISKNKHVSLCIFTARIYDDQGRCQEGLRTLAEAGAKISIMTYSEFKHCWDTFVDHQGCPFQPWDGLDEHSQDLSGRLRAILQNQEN
MIN6 prolif: MIN6 beta-cell proliferation induction; MIN6 cells proliferation, ATPlite luminescence, 48 h; cells starved in 0.2% serum; 100% = growth in 10% serum; proliferation, % at 10 µM; actives 0.29% (n = 330,000);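 active means compounds whose signal lies at least 3.5 SD above the mean of all wells on their plate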;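 further: 0% = DMSO-treated cells in low-serum medium and 100% = 10% serum control; some compounds called inactive have numbers as strong as hits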
TIM10 inh: TIM10 yeast growth inhibition; AID 463195; actives 1.4% (n = 330,000); S. cerevisiae TIM10 strain growth, BacTiter-Glo luminescence, 24 h; inhibition, % at 10 µM;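 active means inhibition of 40% or more at the single tested concentration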;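 further: wild-type TIM10 isogenic control strain grown at permissive 25 °C; 0% = DMSO yeast wells and 100% = minimal medium wells without yeast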
mIAP block: mouse IAP inhibition; purified mouse IAP, CDP-Star luminescence, 30 min; inhibition, % at 10 µM; actives 0.2% (n = 330,000);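 active means inhibition of at least 40% at 10 µM in the primary screen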;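 further: plate controls were DMSO with enzyme for no effect and no enzyme wells for full effect; values of inactives mirror those of a sister screen read the other way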
NLRP3 yeast inh: NALP3 inhibition in yeast; Yeast reconstituted NLRP3/ASC/caspase-1, beta-gal luminescence, 24 h; inhibition, % at 10 µM; actives 0.39% (n = 330,000);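 active means inhibition of 50% or more; inactive means inhibition below 50%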;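 further: plate controls were induced DMSO wells for no effect and uninduced yeast grown without galactose for full effect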
tim10-1 inh: inhibits growth of tim10-1 mutant yeast. S. cerevisiae tim10-1 ts strain growth, BacTiter-Glo, 24 h. inhibition, % at 20 µM. actives 2.2% (n = 330,000). AID 463190;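 active means inhibition of at least 40%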;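 further: mutant grown at 25 °C; 0% = DMSO wells with yeast and 100% = wells holding no yeast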
APOBEC3A inh: human APOBEC3A DNA deaminase inhibition; P31941; inhibition, % at 20 µM; recombinant A3A, FAM/TAMRA ssDNA deamination fluorescence; actives 0.41% (n = 330,000);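 active means at least 40% inhibition at 20 µM here, with at most 30% in a related deaminase screen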;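 further: plate controls were A3A with DMSO for no effect and wells lacking A3A enzyme for full effect; some results filed as inactive read as strong as hits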
* = called active by the depositor.

SMILES	mIAP activ	hIAP block	APOBEC3G inh	MIN6 prolif	TIM10 inh	mIAP block	NLRP3 yeast inh	tim10-1 inh	APOBEC3A inh
Cc1ccc(NC(=S)N2CCN(S(=O)(=O)c3ccc(C)cc3)CC2)cc1	1.1	-18	0	0	10	-11	5	2	1
COc1ccc(CNC(=O)CN(C(=O)c2snc(C(N)=O)c2N)c2cccc(F)c2)cc1	0.93	-8	-14	5	-1	7	9	-2	-5
Cc1ccc2cc(/C=N/NC(=O)CN3CCOCC3)c(Cl)nc2c1	1.1	1	2	-2	-5	-10	-3	-3	-1
O=C(CC1C[C@H](C(=O)N2CCOCC2)[C@@]2(CCC3CCCC3)c3[nH]c4ccccc4c3CCN2C1=O)NCC12CC3CC(CC(C3)C1)C2 (stereo partly drawn)	0.98	10	-5	-5	14	2	13	9	-4
COc1cc(C(=O)OCC(=O)Nc2cc(S(=O)(=O)N3CCOCC3)ccc2C)ccc1OCC(C)C	1.1	-2	-6	-4	0	-9	4	-4	6
Cc1cc(C(=O)NNC(=O)c2sccc2C)c(C)o1	1	7	8	-5	-7	0	10	10	2
COc1ccccc1C(=O)Nc1nnc(SCC(=O)NCc2ccco2)s1	0.94	4	-6	-2	-4	6	18	-5	1
COc1ccc(CSc2nc(C)[nH]c2[N+](=O)[O-])cc1[N+](=O)[O-]	0.97	-2	2	-3	-11	3	18	-2	2
COC(=O)C1=C(C)N(c2ccccc2)/C(=C/c2cccs2)C1=O	0.98	12	-5	-1	51*	2	-13	32	3
CCOC(=O)C(=O)NNc1ccccc1C	0.99	8	-7	4	-13	1	5	-11	-3
O=C(NC(=S)Nc1cccc(O)c1)c1cncc(Br)c1	1	13	-6	-1	20	-1	-2	16	-2
O=C(NCC(=O)N1CCN(c2ccccc2O)CC1)c1ccc2ccccc2c1	0.92	0	13	3	-22	8	7	-37	-1
CC(OC(=O)C1=COCCO1)C(=O)NC1CCCCC1C (stereo not drawn)	1.2	-14	-4	-2	6	-19	2	2	-2
O=c1[nH]c(C2CCN(S(=O)(=O)c3ccccc3C(F)(F)F)CC2)nc2c1nnn2Cc1ccccc1	0.97	-3	0	-7	-1	3	6	19	0
CC(C)CCN1C(=O)c2ccccc2C1C(=O)NCc1cccnc1 (stereo not drawn)	0.99	-9	-2	-1	-13	1	16	2	2
CS(=O)(=O)N(CC(=O)N1CCN(c2ccccc2)CC1)c1ccccc1Cl	1.1	-3	0	-2	0	-7	8	8	2
CCN(CC)C(=S)Nc1ccc(Cl)c(Cl)c1	0.94	5	-4	-1	8	6	11	23	2
O=[N+]([O-])c1ccc(N2CCN(c3cccc(Cl)c3)CC2)cn1	0.98	4	-3	-4	-23	2	21	-8	-4
O=C(NC(=S)Nc1ccccn1)c1ccc([N+](=O)[O-])cc1	0.98	1	13	0	-16	2	2	30	1
C=CCn1c(CNc2ccc(C)cc2)nnc1SCC(=O)N/N=C/c1ccc(O)cc1O	0.99	-7	-8	-3	-4	1	19	-3	-3
CC(=O)N1CCC2(CC1)CC(=O)c1cc(OCC(=O)NCc3ccco3)ccc1O2	0.99	10	2	1	3	1	7	1	2
NC(=O)CCN1CCCCC1	1.1	-8	-7	-1	-20	-10	8	-14	1
COc1ccc(C(=O)/C=C/c2ccccc2F)c(OC(=O)c2ccc([N+](=O)[O-])cc2)c1	0.85	7	1	-6	44*	14	11	38	0
CCOC(=O)[C@@H]1[C@H]2COc3cc(OC)ccc3[C@H]2N2C(=O)N(c3ccc(C)cc3)C(=O)[C@@]12C	1	-1	-2	-2	12	-4	-4	28	5
Cc1ccn(CC(=O)N2CCCC(N3CCN(c4ccccc4F)CC3)C2)n1 (stereo not drawn)	0.93	-16	-6	-2	-3	7	9	-3	-4
SMILES	mIAP activ	hIAP block	APOBEC3G inh	MIN6 prolif	TIM10 inh	mIAP block	NLRP3 yeast inh	tim10-1 inh	APOBEC3A inh
O=c1cc(CSc2ccc(Cl)cc2)nc(N2CCCCC2)[nH]1	1	2	-10	-4	4	-4	17	10	-4
CCN1CCN(CCNC(=O)CCc2c(C)c3c(C)nn(-c4ccccc4)c3n(C)c2=O)CC1	1	17	6	-7	1	-4	12	-1	-1
CCOc1ccc2ncc(S(=O)(=O)c3ccccc3)c(N3CCN(c4ccc(OC)cc4)CC3)c2c1	0.83	-1	-2	0	16	16	24	2	3
COC(=O)C1SCC2C(=O)N(Cc3ccccc3)CC(=O)N21 (stereo not drawn)	1	18	-3	1	-4	-3	3	1	0
COc1ccc2[nH]c3c(c2c1)CCNC3=O	1	22	-6	7	12	-1	14	4	0
COC(=O)c1ccccc1CON1C(=O)C(C)(C)N(OCc2ccccc2C(=O)OC)C(=O)C1(C)C	0.97	4	-6	-3	20	3	8	17	3
O=C(CSc1ccccc1)Nc1nnc(COc2ccc(Cl)cc2)s1	0.8	3	44*	-4	3	20	14	3	7
CCCN1CCC(=O)N([C@H](CSc2ccc(Br)cc2)c2ccccc2)CC1	1	5	-4	-8	19	-1	19	29	0
CS(=O)(=O)N(CC(=O)NCc1ccco1)c1ccc2c(c1)OCO2	1	-11	0	-1	-10	-5	3	-13	3
O=C(Cn1nnc(-c2ccc3c(c2)OCO3)n1)NCc1ccccc1	1.1	0	-5	0	3	-7	-1	7	0
CCN(CC)S(=O)(=O)c1ccc(N=Nc2c(C)[nH]n(C(N)=S)c2=O)cc1	0.84	2	1	-2	28	16	32	39	1
Cc1nnc(NC(=O)CCCN2C(=O)c3ccccc3C2=O)s1	1	9	-5	-1	4	-1	13	1	3
Cn1c(-c2ncc(F)cc2F)cc2onc(-c3c(F)cccc3Cl)c2c1=O	0.93	6	-7	-5	-13	7	4	-17	-4
N#Cc1c(SCc2c(Cl)cccc2Cl)nc(N)[nH]c1=S	0.89	6	-9	-8	4	12	17	11	-3
CCCn1c(C)cc(C(=O)COc2ccc(S(=O)(=O)N(CC)CC)cc2[N+](=O)[O-])c1C	0.97	-2	-6	0	8	3	16	17	6
C=CCNC(=O)/C(=C\c1ccc([N+](=O)[O-])cc1)NC(C)=O	0.97	-3	-2	-1	1	3	18	-8	0
CCOC(=O)c1[nH]c(C=O)c(C(=O)OCC)c1C	0.76	-24	-8	-4	67*	24	25	60*	-4
CCOc1ccc(S(=O)(=O)n2nc(C)cc2C)c2ccccc12	0.87	1	-3	-1	24	13	41	28	-1
Cc1ccc(O)c(NC(=O)c2cc(C)no2)c1	1.1	-20	-7	-1	-4	-9	14	14	-9
Cc1ccc(Oc2nccc(-c3ccc(Cl)cc3)n2)cc1	1	3	4	-6	1	-3	18	10	3
CCNC(=O)CC1C(=O)N(c2ccccc2)C(=O)N1CCC(C)C (stereo not drawn)	0.99	13	-4	-1	-4	1	14	-1	-2
CC(C)C(=O)Nc1cccc(C(=O)Nc2nncs2)c1	0.94	6	-5	-1	-2	6	5	6	-5
S=C1NC2(CCCCCC2)N=C1c1ccccc1	0.88	2	-5	-1	14	12	-5	13	-1
CN1CCN(S(=O)(=O)c2ccc(Nc3cccc(Cl)c3)c([N+](=O)[O-])c2)CC1	0.85	10	-8	-3	4	14	13	6	-2
Cc1cc(=O)[nH]c(N/N=C/c2cn(CCC#N)nc2-c2ccccc2)n1	0.95	-5	-7	0	12	5	19	7	-4

A different layout for part of the listing above.
Structure | mIAP activ | hIAP block | APOBEC3G inh | MIN6 prolif | TIM10 inh | mIAP block | NLRP3 yeast inh | tim10-1 inh | APOBEC3A inh
O=C(Cn1nnc(-c2ccc3c(c2)OCO3)n1)NCc1ccccc1 | 1.1 | 0 | -5 | 0 | 3 | -7 | -1 | 7 | 0
CCN(CC)S(=O)(=O)c1ccc(N=Nc2c(C)[nH]n(C(N)=S)c2=O)cc1 | 0.84 | 2 | 1 | -2 | 28 | 16 | 32 | 39 | 1
Cc1nnc(NC(=O)CCCN2C(=O)c3ccccc3C2=O)s1 | 1 | 9 | -5 | -1 | 4 | -1 | 13 | 1 | 3
Cn1c(-c2ncc(F)cc2F)cc2onc(-c3c(F)cccc3Cl)c2c1=O | 0.93 | 6 | -7 | -5 | -13 | 7 | 4 | -17 | -4
N#Cc1c(SCc2c(Cl)cccc2Cl)nc(N)[nH]c1=S | 0.89 | 6 | -9 | -8 | 4 | 12 | 17 | 11 | -3
CCCn1c(C)cc(C(=O)COc2ccc(S(=O)(=O)N(CC)CC)cc2[N+](=O)[O-])c1C | 0.97 | -2 | -6 | 0 | 8 | 3 | 16 | 17 | 6
C=CCNC(=O)/C(=C\c1ccc([N+](=O)[O-])cc1)NC(C)=O | 0.97 | -3 | -2 | -1 | 1 | 3 | 18 | -8 | 0
CCOC(=O)c1[nH]c(C=O)c(C(=O)OCC)c1C | 0.76 | -24 | -8 | -4 | 67* | 24 | 25 | 60* | -4
CCOc1ccc(S(=O)(=O)n2nc(C)cc2C)c2ccccc12 | 0.87 | 1 | -3 | -1 | 24 | 13 | 41 | 28 | -1
Cc1ccc(O)c(NC(=O)c2cc(C)no2)c1 | 1.1 | -20 | -7 | -1 | -4 | -9 | 14 | 14 | -9
Cc1ccc(Oc2nccc(-c3ccc(Cl)cc3)n2)cc1 | 1 | 3 | 4 | -6 | 1 | -3 | 18 | 10 | 3
CCNC(=O)CC1C(=O)N(c2ccccc2)C(=O)N1CCC(C)C (stereo not drawn) | 0.99 | 13 | -4 | -1 | -4 | 1 | 14 | -1 | -2

Continuation:
SMILES	mIAP activ	hIAP block	APOBEC3G inh	MIN6 prolif	TIM10 inh	mIAP block	NLRP3 yeast inh	tim10-1 inh	APOBEC3A inh
O=C(Nc1nccs1)c1ccc([N+](=O)[O-])cc1	0.89	-7	0	-1	0	11	-4	-4	4
C=CCNC(=O)CSc1nnc(-c2ccc(S(=O)(=O)N3CCCC3)cc2)n1C	1	4	-11	1	-5	-4	13	-4	-4
CC(=O)c1cc2c(cc1NC(=O)CCCC(=O)O)OCO2	0.93	-9	-7	0	4	7	20	-2	2
O=C(COc1ccccc1[N+](=O)[O-])N(C1CCCCC1)C1CCS(=O)(=O)C1 (stereo not drawn)	0.99	-4	-8	0	8	0	20	10	0
CCC(=O)OCCn1c(Br)nc2c1c(=O)[nH]c(=O)n2C	0.97	3	-5	-1	-2	3	-5	9	0
O=S(=O)(c1ccc(SCCO)nc1)N1CCCC1	0.96	-7	-3	5	-6	4	10	13	0
CCOc1ccc(NC(=O)CN(C)C(=O)C2CC(=O)N(c3ccc4c(c3)OCCO4)C2)cc1OCC (stereo not drawn)	1	-4	-6	1	-13	-1	9	-34	-1
O=C(Nc1cccc(NC(=O)c2ccco2)c1)c1ccc([N+](=O)[O-])cc1	0.99	-5	-3	-2	-18	0	3	11	-1
O=C(c1cc2ncc(CCCl)cn2n1)N1CCCCCC1	1	-16	-3	0	-13	-4	-4	9	-1
Cc1ccc(N=c2c([N+](=O)[O-])nn(-c3ccc4c(c3)OCCO4)n2O)cc1F	0.93	10	-9	-3	16	7	7	15	-4
CNC(=S)N1CCN(c2nc(-c3ccc(F)cc3)cs2)CC1	1.2	-16	-4	-1	33	-17	13	25	-1
Cn1c(NCc2c(O)ccc3ccccc23)nc2ccccc21	0.9	7	-3	-2	28	10	13	45*	1
